Vif-A3F inh = Vif-A3F binding inhibition; HeLa A3F-eYFP + Vif (tagged APOBEC3F with the HIV-1 protein that degrades it), YFP fluorescence increase; Potency, µM (titrated, usually from 46.1 µM), for the others: top-dose activity, negative = active; 0.2% of 390,000 active; AID 602313; also: potency is read from the fitted curve at half-maximal effect; % of control where 0% means no effect; nearly all actives have a fitted effect of over 65% in size
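Fluorescence increase (Ex 488/Em 500-530) after overnight compound treatment at 37 deg C flags inhibition of Vif-driven A3F-eYFP loss in stable HeLa A3F-eYFP/Vif cells seeded overnight beforehand.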
Vif-APOBEC3G blk = Vif-A3G binding inhibition; HeLa A3G-eYFP + Vif (tagged APOBEC3G with the HIV-1 protein that degrades it), YFP fluorescence, overnight; Q9HC16; AID 602310; 0.076% of 410,000 active; Potency, µM (series often up to 46.1 µM), for inactives: at the top dose activity, negative = active, usual class: inhibitors;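 also: potency is read from the fitted curve at half-maximal effect; % is scaled to controls: 0 for no effect and ±100 for the full control effect; nearly all actives have a fitted effect of over 60% in size; hits raise eYFP signal because A3G escapes Vif-driven loss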
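Read-out is eYFP fluorescence (Ex 488/Em 500-530) from Vif-expressing HeLa A3G-eYFP cells; more signal means A3G escaped Vif-mediated degradation. Cells plated overnight, compound pinned in, incubated overnight at 37 deg C.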
GRP78 ERSR act = induces the endoplasmic reticulum stress response in human glioma cells | 0.02% of 420,000 active | Potency, µM, for inactives: at the highest dose activation, most hits filed as activators | U87-MG GRP78 promoter luciferase reporter, 16 h | AID 602332; also: potency is read from the fitted curve at half-maximal effect; series mostly up to about 76 µM; % of control where 0% means no effect; nearly all actives have a fitted effect of over 35% in size
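Stably transfected U87-MG human glioma cells carrying a GRP78-based luminescent sensor were seeded at 1000 cells/well, pin-dosed with compounds and incubated 16 h. Luciferase reagent was then added, and end-point luminescence was read after 10 min at room temperature.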
LDHA block = LDHA (human) enzyme inhibition; P00338; purified LDHA, NADH/diaphorase-resazurin fluorescence; stronger effect = lower value; activity change, % (values are at about 110 or 230 µM); 0.15% of 480,000 active; in the data active = activity change below about -30%; inconclusive = mostly about -25% to -30%;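 also: plate controls were DMSO wells for no effect and wells without enzyme for full effect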
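Enzyme activity of human lactate dehydrogenase 5 (2 nM; 0.06 mM NADH, 0.2 mM pyruvate, 5 min, RT) is measured via a resazurin/diaphorase fluorescence readout of residual NADH.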
ERG-DNA inh = blocks human ERG Ets domain binding to DNA. fluorescence polarization, His-ERG Ets domain / labelled DNA. AID 624246. 0.028% of 370,000 active. Potency, µM (series often up to 76.9 µM), for inactives: at the top dose FP activity, negative = inhibition, most hits filed as inhibitors. P11308; active = well fitted inhibition curve with a large enough effect in the polarisation, with a control signal flat; inconclusive = small, poorly fitted or top-dose-only effect, or effect the other way, or a change in a side signal; inactive = no such curve, though single readings can be large or run the other way; the % refers to the polarisation;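 also: polarization taken with two DNA probes labelled with fluorescein and Texas red; potency is read from the fitted curve at half-maximal effect; % of control where 0% means no effect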
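His-tagged ERG Ets domain (1 uM in the protein solution; 300mM KCl, 50mM Tris-HCl, 1mM EDTA, 1mM DTT, pH 7.5) received compound, then a probe mix of 5 nM fluorescein-DNA and 100nM Texas-615-DNA. Fluorescence polarization was read for both dyes.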
ALOX12 inh = ALOX12 (human) lipoxygenase inhibition; purified 12hLO, xylenol orange hydroperoxide absorbance; Potency, µM (doses to about 108 µM), for the others: at the top dose activity change, negative = inhibition, most hits filed as inhibitors; 1.1% of 580,000 active; also: potency is read from the fitted curve at half-maximal effect; % is scaled to controls: 0 for no effect and ±100 for the full control effect
Target sequence (P18054 whole entry, looked up): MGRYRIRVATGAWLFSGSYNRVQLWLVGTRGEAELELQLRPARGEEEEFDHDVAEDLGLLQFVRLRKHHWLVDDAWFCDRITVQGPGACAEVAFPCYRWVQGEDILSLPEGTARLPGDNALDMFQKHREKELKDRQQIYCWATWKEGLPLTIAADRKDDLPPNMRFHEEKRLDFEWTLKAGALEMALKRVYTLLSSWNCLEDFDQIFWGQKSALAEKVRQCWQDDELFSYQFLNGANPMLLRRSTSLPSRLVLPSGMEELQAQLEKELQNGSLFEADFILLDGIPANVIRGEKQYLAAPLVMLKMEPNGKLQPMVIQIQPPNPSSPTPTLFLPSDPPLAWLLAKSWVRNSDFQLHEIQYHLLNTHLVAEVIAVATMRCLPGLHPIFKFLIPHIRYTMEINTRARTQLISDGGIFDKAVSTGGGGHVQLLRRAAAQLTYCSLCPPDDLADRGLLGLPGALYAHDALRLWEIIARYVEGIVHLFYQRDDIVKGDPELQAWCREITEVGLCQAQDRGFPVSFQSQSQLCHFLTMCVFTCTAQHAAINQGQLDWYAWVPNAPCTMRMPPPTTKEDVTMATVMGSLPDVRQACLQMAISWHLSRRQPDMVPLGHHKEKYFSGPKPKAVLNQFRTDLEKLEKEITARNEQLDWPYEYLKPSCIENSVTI
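Purified human 12hLO (150 nM final) in 25 mM Hepes, 0.01% Triton X-100, pH 7.0 was preincubated 15 min at room temperature with compound. Then 40 uM arachidonic acid was added, 30 min. Hydroperoxide was read by Fe-XO absorbance ratio 573/405 nm.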
RGS4 inhibitor = human RGS4 inhibition; P49798; Transcreener GDP fluorescence polarization, RGS4-accelerated GTP hydrolysis; Potency, µM (series often up to 114 µM), for inactives: top-dose activity change, negative = inhibition, actives largely listed as inhibitors; 0.039% of 390,000 active; also: potency is read from the fitted curve at half-maximal effect; % is scaled to controls: 0 for no effect and ±100 for the full control effect; nearly all actives have a fitted effect of over 75% in size; some results filed as inactive show a strong effect at the top dose
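MLSMR compounds (23 nl, pin-transferred) preincubated 10 min at room temperature with a 500nM (2x) first reagent, then RGS4 at 900nM (2x) plus Transcreener GDP mix added; fluorescence polarization (620/688 nm) read before and after 90 min at 30 °C.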
D2 antag = D2 dopamine receptor (human) antagonism. HEK293 TREx D2 cells, calcium flux, dopamine EC80. inhibition, % at 10 µM. 2% of 340,000 active; in the data active = inhibition above about 30%; also: 0% is about no effect
Target sequence (P14416 whole entry, looked up): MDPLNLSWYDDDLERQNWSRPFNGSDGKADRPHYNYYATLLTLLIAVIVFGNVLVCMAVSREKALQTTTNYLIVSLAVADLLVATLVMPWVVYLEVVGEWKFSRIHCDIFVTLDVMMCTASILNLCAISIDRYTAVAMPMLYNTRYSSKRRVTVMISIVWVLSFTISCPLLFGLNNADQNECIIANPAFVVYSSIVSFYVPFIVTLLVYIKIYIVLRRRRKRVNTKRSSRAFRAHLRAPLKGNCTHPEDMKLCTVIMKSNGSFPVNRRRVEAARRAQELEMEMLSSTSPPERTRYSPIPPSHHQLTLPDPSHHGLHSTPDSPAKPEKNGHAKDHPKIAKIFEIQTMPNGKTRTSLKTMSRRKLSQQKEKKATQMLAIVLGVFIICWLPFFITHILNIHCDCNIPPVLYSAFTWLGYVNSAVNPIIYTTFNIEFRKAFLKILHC
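Cells plated overnight at 30 C with tetracycline; no-wash calcium dye, 30–90 min RT; 10 s baseline; compound pinned; 180 s read; EC80 dopamine added; another 180 s read.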
D2 agonist = agonists of human D2 dopamine receptor; HEK293 T-REx D2 cells, calcium flux agonist mode; activation, % at 2 µM; 0.53% of 340,000 active; AID 485358;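 active = activation over 3 SD above normal in the single-dose calcium agonist read, cut at about 30% in these data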; also: 0% is about no effect
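HEK293 Trex D2 cells, tetracycline-induced, o/n 30 C 5% CO2; no-wash Ca dye, RT 30–90 min; 10-cycle baseline, 23 nl cpd added, kinetic Ca read 180 s; agonist hits = positive Ca response.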
* hit, by the source's call; ? = inconclusive; . = not tested or not shown; & = joins results of further samples; [ ] = another dose, or the depositor's remark. Unless noted, calls follow the shape of the dose curve; as a rule, active = well fitted curve in the direction sought with a large enough effect; inconclusive = small, poorly fitted or top-dose-only effect, or another doubt; inactive = no such curve, though single readings can be large; an effect the other way counts as inactive or inconclusive. The list is partial; rates above refer to the full screens.

No.	structure	Vif-A3F inh	Vif-APOBEC3G blk	GRP78 ERSR act	LDHA block	ERG-DNA inh
1	CC(C)CCNC(=O)NC(=O)CSc1nnc2ccccn12	-0.6%	-1.4%	-3.7%	-4.9	.
2	CSc1nc2ccc(S(=O)(=O)N3CCc4ccccc43)cc2s1	-7.5%	-12.5%	-3.4%	1.7	-4.8%
3	COc1ccc(CCNC(=O)c2c(O)c3c([nH]c2=O)CCCC3)cc1	-3.5%	1.0%	-1.8%	1.4	10.7%
4	Cc1cccc(Nc2nnc(-c3ccc(C)c(S(=O)(=O)N4CCN(C)CC4)c3)c3ccccc23)c1	-2.6%	-24.4%	2.5%	-7.9	4.8%
5	c1ccc(Cn2c(SCc3cn4cccnc4n3)nnc2-c2ccco2)cc1	4.6%	2.5%	-2.9%	1.2	-6.1%
6	Cn1c(=O)cc(SCC(=O)N2CCN(c3ccccc3F)CC2)c2cc(Cl)ccc21	2.7%	7.5%	-1.3%	3.2	1.3%
7	N#Cc1nc(-c2ccc(F)cc2)oc1N1CCCC1	3.3%	2.0%	7.0%	-4.3&0.4	-1.9%
8	CCOC(=O)C1=C(COC(=O)CSc2ccc(C)cc2C)NC(=O)NC1C (stereo not given)	0.6%	-1.6%	-3.5%	-5.2	3.8%
9	CCc1ccc(CN(C)C(=O)C2CCC(=O)N(Cc3ccccn3)C2)cc1 (stereo not given)	0.9%	-0.1%	-3.3%	-1.1	-11.2%
10	O=C(COc1ccc(Cl)cc1)OCC(=O)N1CCCc2ccccc21	2.8%	0.8%	-3.8%	-2.0	3.4%
11	C(=C\c1ccccc1)/CSc1nnc(-c2cccnc2)n1Cc1ccco1	-6.4%	-0.3%	-2.8%	0.0	2.1%
12	Cc1c(NC(=O)COC(=O)c2ccc(S(=O)(=O)N3CCOCC3)cc2)c(=O)n(-c2ccccc2)n1C	1.7%	-3.0%	-2.5%	-6.4	-1.9%

No.	ALOX12 inh	RGS4 inhibitor	D2 antag	D2 agonist
1	22.1%	9.2%	-9.2	0.6
2	9.7%	-11.0%	-18.6	0.7
3	-22.2%	-1.2%	-5.2	-1.1
4	-11.5%	28.3%	.	-2.1
5	34.1%[activator]	27.6%	-14.5	-0.1
6	0.0%	-9.6%	.	-1.0
7	6.3%&37.5%	-17.6%[11.4 µM]	.	.
8	?	15.6%	0.6	-0.8
9	6.9%	1.4%	4.1	0.6
10	4.2%	-18.5%	.	.
11	-27.2%	-5.7%	-1.1	0.4
12	2.6%	13.0%	-18.4	0.9

Sorted by value in ERG-DNA inh (descending): three of the compounds above.
#	SMILES	Vif-APOBEC3G blk	LDHA block	ERG-DNA inh	ALOX12 inh	RGS4 inhibitor	D2 antag
3	COc1ccc(CCNC(=O)c2c(O)c3c([nH]c2=O)CCCC3)cc1	1.0%	1.4	10.7%	-22.2%	-1.2%	-5.2
10	O=C(COc1ccc(Cl)cc1)OCC(=O)N1CCCc2ccccc21	0.8%	-2.0	3.4%	4.2%	-18.5%	.
7	N#Cc1nc(-c2ccc(F)cc2)oc1N1CCCC1	2.0%	-4.3&0.4	-1.9%	6.3%&37.5%	-17.6%[11.4 µM]	.

Later entries:
No.	structure	Vif-A3F inh	Vif-APOBEC3G blk	GRP78 ERSR act	LDHA block	ERG-DNA inh
13	COCC(=O)N1CCC(n2nnc3cc(C(F)(F)F)ccc32)CC1	2.5%	-4.5%	-5.5%	-5.4	2.2%
14	C=CCNC(=O)c1ccc(CN2CCC(Cc3ccccc3)CC2)cc1	-2.5%	4.9%	-5.4%	-0.3	-3.4%
15	COc1ccc2oc(=O)c(C(=O)NCc3ccc4c(c3)OCO4)cc2c1	-4.1%	-13.5%	-5.2%	-4.4	-4.2%
16	Cc1c(C)c2ccc(OCC(=O)Nc3nccs3)cc2oc1=O	4.0%	1.6%	-13.1%	-0.3	13.8%
17	Cc1ccc2nc(COc3cccc(NC(=O)COc4ccccc4F)c3)cc(=O)n2c1	-5.0%	4.9%	0.4%	6.1	-5.6%
18	Cn1c(-c2cccc([N+](=O)[O-])c2)cnc1NCc1cccc(F)c1	-12.6%	1.2%	0.6%	-7.1	9.9%
19	CCC(=O)N1CCc2cc(S(=O)(=O)CCC(=O)N3CCCC(C)C3)ccc21 (stereo not given)	-0.7%	1.0%	-1.1%	0.3	-0.8%
20	O=c1cc(-c2ccccc2)nc(N2CCN(Cc3ccccc3)CC2)[nH]1	-2.7%	-5.3%	-6.1%	-1.6	-7.0%
21	Cc1nn(Cc2ccc(F)cc2)c(C)c1NC(=O)c1cc2ncc(Br)cn2n1	10.2%	-2.5%	0.2%	-3.1	-1.1%
22	CS(=O)(=O)N(CCc1ccccc1)CC(=O)N1CCCCC1	.	2.9%	-2.9%	0.2	2.0%
23	COc1cc(-c2nc3n(c(=O)c2C#N)CCS3)cc(OC)c1OC	5.4%	-2.9%	-4.3%	-4.8	-13.6%
24	O=C(Nc1ccc(N2CCOCC2)cc1N1CCOCC1)c1ccc(Cl)cc1	6.0%	1.2%	-3.8%	0.8	-0.8%

No.	ALOX12 inh	RGS4 inhibitor	D2 antag	D2 agonist
13	-8.5%	-25.0%	3.0	1.0
14	0.0%	6.6%	-3.4	0.4
15	0.0%	-6.7%[11.4 µM]	-14.4	2.2
16	-2.4%	-30.3%	9.8	-0.3
17	-5.8%	-27.0%	.	.
18	?	20.4%	-3.5	1.4
19	3.4%	-20.4%	-1.8	0.2
20	?	-10.7%	-11.5	-0.1
21	-8.3%	-2.8%	9.4	0.5
22	-4.9%	4.0%	0.7	-0.7
23	-2.9%	-5.2%	-13.4	-0.2
24	-10.2%	-18.5%	.	.

Further compounds:
No.	structure	Vif-A3F inh	Vif-APOBEC3G blk	GRP78 ERSR act	LDHA block	ERG-DNA inh
25	O=C(Nc1cccc(S(=O)(=O)N2CCOCC2)c1)c1ccc2c(=O)n3c(nc2c1)CCCCC3	2.9%	-6.8%	-4.5%	-4.3	-3.5%
26	C=CCOc1ccc(/C=C2/C(=O)ON=C2C)cc1OCC	-6.8%	-8.0%	-4.7%	0.1	2.8%
27	Cc1noc(NS(=O)(=O)c2ccc(NC(=O)COc3ccc(Cl)cc3Cl)cc2)c1C	3.8%	-16.2%	2.4%	-4.5	14.2%
28	O=C(CNCc1cccnc1)Nc1cc(C(F)(F)F)ccc1N1CCOCC1	2.5%	-0.2%	-3.4%	-23.8	-5.7%
29	Cc1ccc(C(C)C)c(OCC(=O)NNC(=O)C(C(C)C)N2C(=O)c3ccccc3C2=O)c1 (stereo not given)	-14.9%	0.0%	2.1%	-1.3	2.2%
30	CCc1nc(SCC(=O)NCC2CCCO2)c2oc3ccccc3c2n1 (stereo not given)	-13.1%	-3.9%	-5.7%	0.2	-5.5%
31	COc1ccc(CNC(=O)CCc2c(C)nn(-c3ccc(N4CCCCC4)nn3)c2C)c(OC)c1	4.5%	-5.1%	-1.2%	-0.1	-0.7%
32	COc1cc(N)c(Cl)cc1C(=O)OCC(=O)N1c2ccccc2NC(=O)C1(C)C	1.3%	-2.7%	0.2%	-7.1	-1.9%
33	CCOC(=O)c1sc(NC(=O)Nc2ccc(Cl)cc2)cc1C	-9.0%	1.1%	8.1%	-0.1	10.5%
34	COc1ccc(B(O)O)c(CN2CCN(C(=O)OC(C)(C)C)CC2)c1	3.5%	-4.4%	-1.8%	-14.5	3.1%
35	Cc1ccc(-c2nc3ncccc3n2O)cc1	-13.7%	-5.3%	-0.3%	-1.7	23.3%
36	CCc1nnc(NC(=O)CSc2nnc(CNC(=O)c3ccccc3)o2)s1	-5.1%	0.2%	-3.1%	-0.9	.

No.	ALOX12 inh	RGS4 inhibitor	D2 antag	D2 agonist
25	-2.6%	-19.9%	-3.0	0.6
26	?	?	-24.5	1.0
27	-25.0%	-12.6%	-14.0	0.1
28	-33.5%	-10.5%	3.2	0.7
29	-2.5%	-30.0%	-0.3	-1.8
30	0.0%	-47.6%	15.9	-0.3
31	-9.4%	13.8%	.	1.8
32	?	-14.7%	.	.
33	0.0%	-53.2%	38.0*	.
34	-7.6%	-3.1%	.	.
35	.	7.5%	-9.8	0.8
36	1.6%	.	.	.

The list continues.
No.	structure	Vif-A3F inh	Vif-APOBEC3G blk	GRP78 ERSR act	LDHA block	ERG-DNA inh
37	Cc1ccc(CSc2nc3cccnc3n2Cc2ccc(C(=O)NCCc3ccccc3)cc2)cc1	0.4%	-0.4%	0.2%	1.5	-2.6%
38	CSc1nncc(/C(C)=N\Nc2ccccc2)n1	-27.9%	-8.6%	-2.3%	-1.7	4.7%
39	CC1(C(=O)NCc2cccnc2)CCC(=O)N1Cc1cccs1 (stereo not given)	2.4%	2.3%	-6.8%	-12.4	95.5%[activator]
40	COc1ccc(/C=C2\SC(=S)N(CCC(=O)Nc3cccc(O)c3)C2=O)cc1OC	-7.3%	-2.9%	-2.5%	-4.2	17.8%

No.	ALOX12 inh	RGS4 inhibitor	D2 antag	D2 agonist
37	-17.2%	-13.8%	.	2.1
38	?	-26.9%	-25.6	-1.9
39	33.7%[activator][57.4 µM]	10.9%	-1.3	1.0
40	0.0%	0.7%	-5.4	0.3

Compound activity from PubChem BioAssay.
